HTRA1 inhibitor – HTRA1 serine protease inhibitors, primary screen, biochemical, fluorescence polarization, HTS | recombinant HTRA1, FP-rhodamine activity-based probe | AID 504803, 2011 | inhibition, % at 5.96 µM | actives 0.5% (n = 340,000) | Q92743; in the data active = inhibition above about 36%;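 also: 0% = enzyme with DMSO and 100% = wells lacking enzyme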
Target sequence (Q92743 whole entry, looked up): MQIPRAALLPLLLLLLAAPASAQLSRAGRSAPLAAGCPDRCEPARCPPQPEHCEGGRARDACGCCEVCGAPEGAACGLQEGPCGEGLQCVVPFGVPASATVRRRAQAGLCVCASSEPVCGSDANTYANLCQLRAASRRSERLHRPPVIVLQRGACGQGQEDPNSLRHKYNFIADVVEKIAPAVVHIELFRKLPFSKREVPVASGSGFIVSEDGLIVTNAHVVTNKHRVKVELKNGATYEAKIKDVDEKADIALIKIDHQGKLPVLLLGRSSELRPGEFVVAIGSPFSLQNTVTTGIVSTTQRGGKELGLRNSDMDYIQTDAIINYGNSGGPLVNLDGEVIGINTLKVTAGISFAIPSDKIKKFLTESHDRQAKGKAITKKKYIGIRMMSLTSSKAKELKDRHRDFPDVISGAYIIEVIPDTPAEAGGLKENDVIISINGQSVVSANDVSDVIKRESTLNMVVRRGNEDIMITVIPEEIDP
SIAE primary – human SIAE inhibitors, primary screen, biochemical, fluorescence polarization, FP-Rh probe, 1536-well HTS; inhibition, % at 9.66 µM; actives 0.69% (n = 370,000); SIAE FP-Rh probe binding;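 active = inhibition above a cutoff: mean of compounds within the control limits plus 3 SD of those, cut at about 17% in these data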;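 also: 0% = plate median of compound wells and 100% = probe without SIAE protein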
TDP2 absorb – human TDP2 enzyme inhibitors, primary screen, biochemical, epi absorbance, recombinant enzyme; T5PNP hydrolysis, p-nitrophenol absorbance 415 nm; inhibition, % at 12.8 µM; actives 0.34% (n = 370,000); AID 720702, 2013;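 active = inhibition above the mean of all tested compounds plus 3 SD, set per campaign, cut at about 25% in these data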;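 also: 0% = DMSO with enzyme and 100% = buffer with substrate but no TDP2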
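Test system: Human TDP2 enzyme | Reagent: 5 mM T5PNP | Compound dosing: 12.8 µM single point, 1% DMSO | Incubation: Enzyme reaction with compound for 2 h at 37 °C | Technique: p-Nitrophenol epi absorbance | Read-out: % inhibition relative to enzyme-containing and enzyme-free wells | Benchmarks: High control without enzyme, low control DMSO plus TDP2 | Replicates: Singlicate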
mABHD4 FP – ABHD4 inhibitors, primary screen, biochemical, fluorescence polarization, mouse; actives 0.54% (n = 370,000); AID 720543, 2013; (Lyso)-N-acylphosphatidylethanolamine lipase (Mus musculus), Q8VD66; purified mABHD4, FP-Rh probe fluorescence polarization; inhibition, % at 8.92 µM;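 active = inhibition exceeding the mean over every tested compound plus 3 SD, cut at about 30% in these data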;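 also: 0% = plate median of compound wells and 100% = S159A mutant with DMSO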
Target sequence (Q8VD66 whole entry, looked up): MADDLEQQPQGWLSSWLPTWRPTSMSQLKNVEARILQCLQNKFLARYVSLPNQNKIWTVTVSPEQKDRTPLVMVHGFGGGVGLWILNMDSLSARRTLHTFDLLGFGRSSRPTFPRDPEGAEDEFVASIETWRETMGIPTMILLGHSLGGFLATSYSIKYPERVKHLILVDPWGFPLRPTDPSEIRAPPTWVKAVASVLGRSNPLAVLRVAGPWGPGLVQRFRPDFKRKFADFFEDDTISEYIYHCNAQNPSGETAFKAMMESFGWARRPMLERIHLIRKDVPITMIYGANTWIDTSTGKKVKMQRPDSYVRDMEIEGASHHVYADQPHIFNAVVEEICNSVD
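Doses – 8.92 µM, single dose · Material – wild-type mouse ABHD4 protein · Replication – single well per compound (singlicate) · Measure – percent inhibition of probe binding, normalized to plate controls · Schedule – 45 min compound pre-incubation plus 60 min probe step, 25 °C · Detection – fluorescence polarization with parallel and perpendicular emission, 525/598 nm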
PG9 binder – binders of HIV-1 gp120 antibody PG9, primary screen, biochemical, TR-FRET; HIV-1 gp120 / PG9 antibody interaction; inhibition, % at 6.7 µM; actives 0.43% (n = 360,000); TR-FRET gp120-PG9 antibody binding; in the data active = inhibition above about 8.5%
Tn7 DDE FP – inhibitors of Tn7 peptide binding to fibrin DD(E), primary screen, biochemical, fluorescence polarization, human fibrin, Tn7 probe; actives 0.13% (n = 370,000); FP displacement of FITC-Tn7 peptide from fibrin DD(E); 0% = median of compound wells per plate; inhibition, % at 8.3 µM; Fibrinogen beta chain (Homo sapiens), P02675;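 active = inhibition above the mean of compounds falling within the control limits plus 3 SD of them, cut at about 14% in these data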;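 also: 0% = plate median of compound wells and 100% = 10 µM Aha-Tn7 peptide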
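Measure: % inhibition scaled between sample-field median and high-control FP; Test system: human fibrin DD(E); Quantity: 2 µM final DD(E) protein; Doses: one dose, 8.3 µM nominal; Schedule: compound with protein 10 min, then 3 h after probe, room temperature; Detection: fluorescence polarization; Medium: Tris buffer with calcium and detergent, pH 7.8.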
LEDGF integ inh – blockers of LEDGF/p75-dependent integrase strand transfer – biochemical, TR-FRET, high throughput, primary screen; HIV-1 integrase (with human LEDGF/p75); TR-FRET IN-LEDGF/p75 DNA integration, Eu/Cy5; inhibition, % at 3.7 µM; actives 0.64% (n = 370,000);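 active = inhibition above the screen-wide mean plus 3 SD, cut at about 13% in these data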;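 also: signal is the Cy5 over europium emission ratio at 671 and 618 nm; 0% = plate median of compound wells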
UHRF1 binding – UHRF1 methylated DNA binding inhibitors, primary screen, counter-screen for MBD2 inhibitor project, biochemical, TR-FRET, human UHRF1, single concentration. inhibition, % at 4.4 µM. AID 687016, 2013. E3 ubiquitin-protein ligase UHRF1 (Homo sapiens), Q96T88. UHRF1 binding to methylated oligo. actives 0.75% (n = 370,000); in the data active = inhibition above about 21%;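 also: UHRF1 SRA domain binding a hemimethylated CpG hairpin DNA probe; 0% = median of test compound wells and 100% = reference inhibitor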
PRMT1 FP inh – PRMT1 methyltransferase inhibitors, primary screen, biochemical, fluorescence polarization. AID 652257, 2013. Protein arginine N-methyltransferase 1 (Homo sapiens), Q99873. recombinant PRMT1, activity-based probe fluorescence polarization. actives 1.3% (n = 370,000). inhibition, % at 2.79 µM;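 active = inhibition above about 21% made by adding two undisclosed values, limit read from the data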
TCR CD3 inh – inhibitors of human TCR-CD3 interaction, primary screen, biochemical, fluorescence, TAMRA-labeled TCR probe | actives 0.37% (n = 360,000) | T-cell receptor (TCR) | inhibition, % at 9.4 µM; in the data active = inhibition above about 19%;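 also: recombinant mutant TCR 2C K166C tagged with TAMRA read by polarization; 0% = receptor in buffer alone and 100% = receptor with positive control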
The depositor's hits bear a star; . = not tested or not shown.

Below each compound – HTRA1 inhibitor | SIAE primary | TDP2 absorb | mABHD4 FP | PG9 binder | Tn7 DDE FP | LEDGF integ inh | UHRF1 binding | PRMT1 FP inh | TCR CD3 inh
1: COc1ccc(-c2nc(CN3CCC(C(=O)NC4CCCc5ccccc54)CC3)c(C)o2)cc1OC (centres undefined)
→ 1 | -1 | -2 | -5 | 0.3 | 0 | -6 | -2 | 3 | 2
2: Cc1c(C(=O)Nc2cc(F)cc(F)c2)cnn1-c1ccccc1
→ -7 | -10 | 0 | -11 | -0.1 | -8 | 1 | -2 | -1 | -2
3: C=CC[C@@H](CC(=O)N[C@H](CO)Cc1ccccc1)C(=O)N[C@@H](COC(=O)[C@@H](CC=C)CC(=O)OC(C)(C)C)Cc1c[nH]c2ccccc12
→ -10 | -4 | -15 | -22 | 2.1 | 2 | 0 | 5 | 6 | -4
4: COC(=O)c1c(NC(=O)CSc2nnc(-c3ccco3)n2Cc2ccccc2)sc(C)c1C
→ -62 | -6 | 5 | -11 | -2.4 | 3 | -2 | 0 | 2 | 2
5: COCCn1c(NCc2ccc(C)cc2)nc2c1c(=O)[nH]c(=O)n2C
→ 2 | 12 | 9 | 8 | -0.1 | 3 | 3 | 1 | -1 | 4
6: O=C(/C=C/c1ccco1)NC(=S)Nc1ccccc1N1CCCC1
→ 6 | 12 | 16 | 26 | -4.5 | -2 | 1 | -7 | 16 | 6
7: NC(Cc1ccc(O)c([N+](=O)[O-])c1)C(=O)O (centres undefined)
→ 2 | 4 | 4 | 11 | 1.0 | 9 | -1 | 2 | -2 | -2
8: CN(C)CCOCCOc1ccc(Cl)cc1Br
→ 6 | 0 | 9 | 19 | 0.4 | 5 | -3 | 1 | 4 | -3
9: O=C(c1cc(N2C(=O)C3C4CCC(C4)C3C2=O)ccc1Cl)N1CCN(c2ccc(F)cc2)CC1 (centres undefined)
→ -2 | -2 | -11 | 3 | 0.7 | 0 | -1 | 4 | 1 | -4
10: CCN(C(=O)CCS(=O)(=O)c1cccc2nsnc12)c1cccc(C)c1
→ 4 | 0 | -21 | -4 | -3.3 | -4 | -3 | 3 | -2 | 5
11: CC1Sc2ccc(S(=O)(=O)N3CCC(C(=O)NCc4ccccc4)CC3)cc2NC1=O (centres undefined)
→ -3 | 2 | 22 | 1 | 0.1 | -4 | -4 | -1 | 1 | -3
12: CCOC(=O)c1c(NC(=O)C2C3C=CC(C3)C2C(=O)O)sc2c1CCC(C)C2 (centres undefined)
→ 1 | 7 | -1 | 8 | 1.5 | 0 | 1 | 5 | -1 | -8
13: Cc1ccc2[nH]c3c(c2c1)CN(C(=O)CN1CCN(c2ccccn2)CC1)CC3
→ -9 | 3 | 3 | -3 | -1.3 | 3 | -2 | -5 | 2 | 3
14: CCOC(=O)c1nn(-c2ccccc2)c2nnc(Cc3ccc(C)cc3)c(=O)n12
→ 9 | 0 | -4 | -1 | -2.3 | -9 | 1 | -1 | -1 | 3
15: O=C(Cc1ccccc1)Nn1c(-c2ccccc2)nc2ccccc2c1=O
→ 0 | -4 | -5 | 0 | -1.1 | 0 | -4 | 2 | 1 | -8
16: Cc1ccc(CNC(=O)CS(=O)(=O)Cc2nc(-c3ccccc3F)oc2C)cc1
→ -2 | 3 | -7 | 1 | 0.4 | -1 | 3 | -1 | -4 | -5
17: CCCOC(=O)Nc1nnc(CCC)s1
→ 2 | 1 | 6 | 1 | 0.6 | 0 | 1 | -3 | -4 | 1
18: CCOC(=O)Cc1csc(NC(=O)CSc2nnnn2-c2ccc(C)cc2C)n1
→ -7 | -4 | 3 | -5 | -0.1 | -7 | 1 | 3 | 0 | -9
19: COc1ccc(C(=O)C2(C(=O)NCCO)CC(c3ccccn3)=NO2)cc1 (centres undefined)
→ . | 3 | -6 | 5 | . | 2 | 5 | 0 | -3 | .
20: COc1ccc(NC(=O)c2ccccc2NC(=O)c2ccccc2)cc1
→ -12 | 4 | -3 | 0 | 4.8 | 6 | -1 | 1 | 1 | 1
21: COc1ccccc1CN1CCNC(=O)C1CC(=O)NCc1csc(C)n1 (centres undefined)
→ 5 | -4 | 13 | 8 | -1.7 | 1 | 1 | 2 | 2 | -2
22: Clc1ccc(-n2nnnc2CN2CCCCC2)cc1Cl
→ 1 | 3 | -8 | -1 | -2.6 | 1 | -1 | -3 | -4 | 3
23: O=C(CCN1C(=O)c2cccc3cccc(c23)C1=O)NCc1cccnc1
→ 4 | 3 | -3 | 3 | 1.0 | 3 | 0 | 25* | -1 | 1
24: Nc1nc(Nc2cccc(Cl)c2)n[nH]1
→ . | 3 | 5 | 4 | -2.8 | 0 | -3 | 0 | 0 | -1
25: CC1CCC2(CC1)NC(=O)N(CC(=O)N1CCN(S(=O)(=O)c3ccccc3)CC1)C2=O (centres undefined)
→ 4 | 2 | -5 | 0 | -0.6 | -3 | 0 | 1 | -5 | 4
26: CN(C(=O)COC(=O)/C=C/c1ccc(C(F)(F)F)cc1)C1CCS(=O)(=O)C1 (centres undefined)
→ 2 | 3 | 8 | -2 | -0.6 | 2 | -3 | 0 | -1 | 1
27: O=C(Nc1ccn(CCOC(=O)c2ccccc2)c(=O)n1)c1ccccc1
→ . | 6 | -1 | -9 | 1.9 | 3 | 7 | -2 | -3 | 1
28: Cc1ccccc1C(=O)N1CCN(c2ccc(NC(=O)c3cccnc3Cl)cc2)CC1
→ 1 | -1 | -8 | 2 | -0.5 | -3 | 2 | 2 | -6 | 3
29: OC1(Cc2ccccc2)CCN(c2ncnc3sccc23)CC1
→ . | -3 | -3 | 2 | . | -10 | 2 | 2 | -1 | .
30: O=C(CN1CCN(c2ccccc2O)CC1)Nc1ccc2c(c1)OCCCO2
→ -6 | 5 | 4 | 3 | 0.2 | -1 | -4 | -2 | 2 | -4
31: O=c1[nH]nc(SCCS(=O)(=O)c2ccc(F)cc2)n1-c1ccc2c(c1)OCCO2
→ 7 | -2 | -4 | 8 | -0.8 | -8 | -2 | 6 | 8 | -4
32: COc1cccc(C(=O)N(C)C(C)c2nc3ccccc3s2)c1 (centres undefined)
→ 4 | 5 | -14 | 3 | 1.0 | -1 | -3 | 0 | 21 | -1
33: COCC(=O)Nc1ccc(OC)c(Cl)c1
→ -12 | 13 | -3 | 6 | 1.1 | 0 | 0 | -2 | -7 | 5
34: CCCCN(CC)CCNC(=O)C1CCCN(S(=O)(=O)c2cccc3nsnc23)C1 (centres undefined)
→ 2 | 4 | 14 | 4 | -1.1 | -2 | 1 | -5 | 1 | 4
35: CCC1CCCCN1CCCNC(=O)c1ccc2c(=O)n(Cc3ccc(OC)cc3)c(=O)[nH]c2c1 (centres undefined)
→ -3 | 3 | 8 | -4 | 2.4 | 4 | 1 | 1 | -4 | 14
36: Cc1ccc(CNC(=O)C(=O)NCCC2CCCCN2S(=O)(=O)c2ccc(C)cc2)cc1 (centres undefined)
→ -40 | 1 | -5 | -11 | -0.3 | -3 | 7 | -2 | -4 | 5
37: O=C(O)c1ccc(C(=O)O)c(C(=O)c2ccccc2)c1
→ 5 | -1 | -9 | -2 | -2.0 | 8 | 0 | 0 | 1 | -3
38: O=C1CCC(=O)N1c1ccc(NCc2ccccc2Cl)c([N+](=O)[O-])c1
→ 3 | 13 | -11 | 1 | -3.9 | -1 | -2 | -3 | -3 | 2
39: CCC(=O)Nc1cc(-c2nn(C)c(=O)c3ccccc23)ccc1N1CCCCC1
→ -7 | -1 | -8 | -5 | 0.1 | -3 | 3 | 3 | 3 | 5
40: CC1CCCCN1CC(=O)Nc1ccc(N2CCCCCC2)cc1 (centres undefined)
→ 7 | 2 | 14 | 12 | -4.4 | 0 | -3 | 6 | 11 | 4

Just LEDGF integ inh, PG9 binder and PRMT1 FP inh, for 3 of the compounds above:
No.	compound	LEDGF integ inh	PG9 binder	PRMT1 FP inh
35	CCC1CCCCN1CCCNC(=O)c1ccc2c(=O)n(Cc3ccc(OC)cc3)c(=O)[nH]c2c1 (centres undefined)	1	2.4	-4
36	Cc1ccc(CNC(=O)C(=O)NCCC2CCCCN2S(=O)(=O)c2ccc(C)cc2)cc1 (centres undefined)	7	-0.3	-4
37	O=C(O)c1ccc(C(=O)O)c(C(=O)c2ccccc2)c1	0	-2.0	1

(next part)
Below each compound – HTRA1 inhibitor | SIAE primary | TDP2 absorb | mABHD4 FP | PG9 binder | Tn7 DDE FP | LEDGF integ inh | UHRF1 binding | PRMT1 FP inh | TCR CD3 inh
41: COc1ccc(/C=C2/CCOC2=O)cc1
→ -5 | 9 | 9 | -5 | -0.8 | -5 | 1 | -4 | -2 | 6
42: O=C(O)C1CCCCC1C(=O)NCc1cn2ccccc2n1 (centres undefined)
→ 2 | 7 | -2 | 3 | 0.8 | 3 | -4 | -3 | -1 | 4
43: O=C(NC1CCCC1)C1CC(=O)N(c2ccc(F)c(Cl)c2)C1 (centres undefined)
→ 2 | 2 | 8 | 2 | 0.7 | 4 | -5 | 1 | 2 | 1
44: Cc1cccc(C)c1NC(=O)Nc1ccc(S(N)(=O)=O)cc1
→ 3 | 6 | 4 | 4 | -1.7 | 5 | -3 | 0 | -4 | 7
45: Cc1onc(-c2ccccc2)c1C(=O)NCc1ccc(F)cc1
→ -6 | -2 | -5 | 5 | -0.1 | 0 | 5 | 0 | 0 | 3
46: C=CCN(CC=C)S(=O)(=O)c1ccc(NC(=S)NC(=O)c2ccc(-c3ccccc3)cc2)cc1
→ -5 | -47 | -19 | -16 | -0.9 | -3 | 1 | 4 | -3 | -6
47: CCOc1ccccc1NC(=O)Cn1c(=O)n(-c2ccccc2)c(=O)c2oc3ccccc3c21
→ -1 | -6 | -10 | 4 | -1.7 | -3 | 2 | 0 | 0 | 2
48: N#Cc1c(/N=C/c2ccc(-c3ccc(C(=O)O)c(Cl)c3)o2)sc2c1CCCC2
→ 10 | 10 | 0 | 8 | -3.0 | 3 | -10 | 0 | 9 | 2
49: CCCNC(=O)CSc1nccn1Cc1ccco1
→ 2 | 4 | 9 | -5 | 0.0 | 8 | 6 | -2 | -3 | 10
50: CCOC(=O)C1=C(C)N(C)C(=O)NC1c1c(OC)ccc2ccccc12 (centres undefined)
→ 0 | 0 | -12 | 2 | -3.5 | -5 | 0 | 3 | -1 | 0
